High-throughput results as filed in PubChem BioAssay.
AID2073 – inhibitors of Mint1-CaV2.2 protein interaction, biochemical, HTRF (AID 2073). HTRF protein-protein interaction, Mint1-CaV2.2; higher % means a stronger effect. inhibition, % at 20 µM; hits with a dose series show IC50 in µM. actives 0.19% (n = 290,000); in the data active means inhibition mostly above about 51%, no sharp cut-off; further: some results filed as inactive read as strong as hits
LYP phosphatase – PTPN22 lymphoid phosphatase activity blockers – biochemical, fluorescence intensity, uHTS (AID 1779); recombinant LYP phosphatase, fluorescence intensity; higher % means a stronger effect; inhibition, % at 11.5 µM, or IC50 in µM where a hit was titrated; actives 0.054% (n = 290,000); in the data active means inhibition above about 50%;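 further: plate controls were vehicle with enzyme for no effect and no enzyme for full effect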
GPR35 arrestin U2OS – inhibition of zaprinast-stimulated GPR35 beta-arrestin translocation – imaging, U2OS, beta-arrestin-GFP, zaprinast agonist, primary screen (AID 2058) | U2OS GPR35 beta-arrestin-GFP translocation imaging, zaprinast antagonism; higher % means a stronger effect | one-dose inhibition, % at 10 µM; IC50 in µM for titrated hits | actives 0.052% (n = 290,000);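 active means inhibition of at least 50% with at least 30 cells and total cytoplasm GFP at most 10,000,000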
Autophagy mod – autophagy modulation, high-content screen. MEF GFP-LC3 puncta imaging; test concentration mostly 10 µM. calls only at 10 µM (by protocol). actives 0.98% (n = 190,000). AID 463193;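 active means percentage of spot-positive cells more than 3 SD above its plate mean, without a fluorescence outlier flag or 80% toxicity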;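 further: spot-positive cell cutoff set from DMSO-treated cells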
Dengue-2 NS5 capping – flavivirus cap methylation enzyme inhibition – biochemical, confirmation dose response, primary screen (AID 588689). inhibition, % at 25 µM; hits with a dose series show IC50 in µM. actives 0.3% (n = 340,000). Dengue-2 NS5 methyltransferase capping enzyme assay, biochemical; higher % means a stronger effect; in the data active means a potency from the dose series
RSV antiviral HEp-2 – RSV antiviral activity via CPE protection, HEp-2 cells, primary 10 µM value included (AID 2391). actives 0.13% (n = 310,000). one-dose CPE inhibition, % at 10 µM; IC50 in µM for titrated hits. HEp-2 cells, RSV-induced CPE inhibition; higher % means a stronger effect; in the data active means a potency from the dose series; further: strong numbers were not always called active
WT yeast gro inh – growth inhibition of WT yeast, mitochondrial fusion screen. mitochondrial fusion phenotypic screen, WT strain. inhibition, % at 10 µM. actives 2.1% (n = 190,000). AID 1362; in the data active means inhibition above about 58%; tested in S. cerevisiae
NTR1 agonist – agonists of NTR1, primary screen, imaging, U2OS cells, beta-arrestin-GFP, high content (AID 493036). NTR1-U2OS beta-arrestin-GFP spot imaging, agonist mode. activation, % at 20 µM. actives 0.17% (n = 330,000). P30989;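 active means activation at or above 40% of the spot to cytoplasm intensity ratio, with at least 20 cells analyzed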;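 further: 0% = DMSO without peptide and 100% = 100 nM NTR1 peptide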
Target sequence (P30989 whole entry, looked up): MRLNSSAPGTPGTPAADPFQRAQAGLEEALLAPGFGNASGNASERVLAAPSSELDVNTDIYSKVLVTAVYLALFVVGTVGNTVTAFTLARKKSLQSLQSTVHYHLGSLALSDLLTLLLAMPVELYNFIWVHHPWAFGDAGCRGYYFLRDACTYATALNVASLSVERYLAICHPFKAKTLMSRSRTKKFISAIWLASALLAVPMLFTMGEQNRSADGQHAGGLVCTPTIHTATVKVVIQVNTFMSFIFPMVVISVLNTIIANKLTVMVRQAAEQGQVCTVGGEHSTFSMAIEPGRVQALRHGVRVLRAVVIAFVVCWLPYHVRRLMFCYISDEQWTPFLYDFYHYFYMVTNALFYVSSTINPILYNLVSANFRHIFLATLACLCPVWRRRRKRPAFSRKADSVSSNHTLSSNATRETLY
K1F lysis inhibition – protection from phage-mediated lysis, alamar blue read-out – E. coli UTI89, K1F phage, bacterial capsule biogenesis inhibitors (AID 488966) | E. coli UTI89 K1F phage lysis, alamar blue, 2 h; higher % means a stronger effect | inhibition, % at 100 µM; hits with a dose series show IC50 in µM | actives 0.02% (n = 340,000);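 active means phage lysis inhibition, versus mean bacterial control, above a set limit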;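 further: capsule biogenesis inhibitors block K1F phage lysis so surviving cells raise fluorescence; higher fluorescence means more inhibition of phage lysis; actives were called in the ten point dose series up to 300 µM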
WT yeast gro inh mutant strain – further read-out of WT yeast gro inh, marked with its call; inhibition, %; mitochondrial fusion phenotypic screen, mutant strain inhibition
Autophagy mod cell loss 18 h – second read-out of Autophagy mod, no call of its own (marks repeat the call); toxicity, %; measured here: cell loss, nuclei count;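 cell loss after 18 h compound exposure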
NTR1 agonist cell count 20 µM – also measured in NTR1 agonist; calls as there; cell count; measured here: cell count, cytotoxicity flag
* marks the source's active call; other numbers are inactive results; i = inactive; . = no result given; + = active, no number; [ ] = dose if it differs, or a comment.

SMILES	AID2073	LYP phosphatase	GPR35 arrestin U2OS	Autophagy mod	Autophagy mod cell loss 18 h	Dengue-2 NS5 capping	RSV antiviral HEp-2	WT yeast gro inh	WT yeast gro inh mutant strain	NTR1 agonist	NTR1 agonist cell count 20 µM	K1F lysis inhibition
COc1ccc(CCNS(=O)(=O)c2ccc(F)cc2)cc1OC	0%	-8%	19%	i	14	2%	-0.8%	-17	-14	0.6	40	1.7%
Cc1ccc(NC(=O)CSc2ccc3nnc(-c4cccnc4)n3n2)cc1	8%	-5%	3%	.	.	-4%	2.5%	.	.	0.2	57	-0.4%
CCCc1nc2ccccc2c(=O)n1/N=C/c1ccc(O)cc1	6%	-6%	-10%	i	27	-11%	2.3%	-10	-18	-0.7	61	0.5%
CC(C)CN1C(=O)C(=O)N(CC(=O)c2ccc[nH]2)C1=O	.	.	.	.	.	-9%	2.9%	.	.	0.9	72	0.1%[50 µM]
COCC(=O)Nc1nc(-c2ccc(-c3ccccc3)cc2)cs1	4%	-11%	3%	.	.	-6%	19%	.	.	2.6	45	1.9%
CC(=O)c1cccc(NC(=O)N2CCCC2C(=O)NC2CCCCC2)c1 (stereo not given)	0%	1%	-2%	i	7	4%	1.6%	-3	-1	-0.4	65	3.0%
O=C(CN1C(=O)c2ccccc2S1(=O)=O)NCc1ccccc1	-4%	-6%	-3%	.	.	0%	1.5%	.	.	0.7	45	0.1%
c1ccc(N2CCN(c3ncccn3)CC2)cc1	12%	-8%	14%	i	-23	-4%	1.8%	-23	0	-0.5	57	-0.1%
CCc1ccccc1N1CSC2=C(C#N)C(c3ccccc3F)CC(=O)N2C1 (stereo not given)	84%*	-8%	-1%	i	4	11%	1.8%	13	3	2.1	63	-1.8%
Cc1ccc(-c2cc3ccccc3nc2N2CCOCC2)cc1	6%	-1%	-3%	+	27*	.	12%	59*	54*	4.5	83	.
Cc1cc(=O)nc2c3ccccc3n(C(C)C(=O)Nc3c(F)c(F)c(F)c(F)c3F)n12 (stereo not given)	10%	-4%	9%	i	-7	1%	0.2%	0	-13	-0.1	56	0.7%
O=C(CCN1N=C(c2ccccc2)CCC1=O)NCC1COc2ccccc2O1 (stereo not given)	-5%	-8%	10%	.	.	-2%	1.2%	.	.	-0.6	98	-0.1%
COc1cccc(NC(=O)CC(C)=O)c1	2%	-6%	-9%	i	-17	-9%	1.2%	-9	-9	1.8	68	-0.2%[50 µM]
CN(c1ccc(C(=O)N2CCN(Cc3ccc4c(c3)OCO4)CC2)cc1)S(C)(=O)=O	-8%	-9%	13%	i	-1	4%	1.2%	-17	3	0.1	25	-0.1%
CCCCC1=CC2=CC(=O)C(C)(OC(=O)CC)C(=O)C2=CN1CCOC (stereo not given)	1%	-6%	-18%	.	.	19%	3.0%	.	.	0.0	59	-1.1%
Cc1cc(C)cc(NC(=S)N2C3CCCC2CC(NC(=O)C2CC2)C3)c1 (stereo not given)	-4%	-4%	-8%	.	.	1%	-0.3%	.	.	-0.7	42	0.1%
C=CCN1C=C2C(=O)C(C)(OC(=O)CCC(=O)OC)C(=O)C=C2C=C1C1CC1 (stereo not given)	-8%	-1%	0%	.	.	17%	1.4%	.	.	0.2	76	0.9%
O=C1C2CC=CCC2C(=O)N1c1ccc(NCCc2ccccc2F)c([N+](=O)[O-])c1 (stereo not given)	-1%	-5%	1%	i	0	-1%	1.1%	5	-19	4.4	46	3.0%
CCO[C@H]1OC(C(=O)N2CCOCC2)=C[C@@H](c2cn(C(C)=O)c3ccccc23)[C@@H]1CCCO	8%	0%	-8%	i	-6	-6%	-0.1%	4	0	2.5	100	1.7%
O=S(=O)(c1ccccc1)N1CCn2c(nc3ccccc32)C1	2%	-10%	8%	i	7	2%	0.4%	4	15	0.8	78	-1.7%
COc1ccc2nc(SCC(=O)Nc3nonc3C)[nH]c2c1	1%	-5%	-9%	i	-4	-4%	1.8%	-6	-15	1.2	68	0.5%
CN(CC1CCCN(CCc2ccc(Cl)cc2)C1)C(=O)c1ccoc1 (stereo not given)	2%	-9%	-4%	.	.	-6%	1.1%	.	.	3.4	61	0.0%
O=C(NCCC(c1ccccc1)c1ccccc1)c1cccs1	-3%	2%	-11%	i	3	-2%	21%	39	22	-0.3	75	-0.8%[50 µM]
CC(C)(C)SCCNC(=O)c1ccc(Cl)c([N+](=O)[O-])c1	-4%	-10%	-14%	i	10	-1%	2.7%	81*	57*	0.0	57	5.1%
CCN(CC)S(=O)(=O)c1ccc(NC(=S)NC(=O)C2CCC2)cc1	-4%	-9%	-4%	.	.	-3%	.	.	.	1.7	62	0.0%

Among those listed so far, 3 contain an aryl methoxy group.
SMILES	AID2073	LYP phosphatase	GPR35 arrestin U2OS	Autophagy mod	Autophagy mod cell loss 18 h	Dengue-2 NS5 capping	RSV antiviral HEp-2	WT yeast gro inh	WT yeast gro inh mutant strain	NTR1 agonist	NTR1 agonist cell count 20 µM	K1F lysis inhibition
COc1ccc(CCNS(=O)(=O)c2ccc(F)cc2)cc1OC	0%	-8%	19%	i	14	2%	-0.8%	-17	-14	0.6	40	1.7%
COc1cccc(NC(=O)CC(C)=O)c1	2%	-6%	-9%	i	-17	-9%	1.2%	-9	-9	1.8	68	-0.2%[50 µM]
COc1ccc2nc(SCC(=O)Nc3nonc3C)[nH]c2c1	1%	-5%	-9%	i	-4	-4%	1.8%	-6	-15	1.2	68	0.5%

The listing picks up, repeating the 2 entries before the break.
SMILES	AID2073	LYP phosphatase	GPR35 arrestin U2OS	Autophagy mod	Autophagy mod cell loss 18 h	Dengue-2 NS5 capping	RSV antiviral HEp-2	WT yeast gro inh	WT yeast gro inh mutant strain	NTR1 agonist	NTR1 agonist cell count 20 µM	K1F lysis inhibition
CC(C)(C)SCCNC(=O)c1ccc(Cl)c([N+](=O)[O-])c1	-4%	-10%	-14%	i	10	-1%	2.7%	81*	57*	0.0	57	5.1%
CCN(CC)S(=O)(=O)c1ccc(NC(=S)NC(=O)C2CCC2)cc1	-4%	-9%	-4%	.	.	-3%	.	.	.	1.7	62	0.0%
O=C(NCC1CCCCC1)c1ccc(Cl)c(S(=O)(=O)N2CCOCC2)c1	.	.	.	.	.	4%	0.7%	.	.	-1.0	53	0.1%[50 µM]
CCOC(=O)Cc1cc(=O)[nH]c(/N=C(\N)Nc2ccc(C)c(C)c2)n1	1%	0%	16%	i	2	-6%	7.4%	-4	16	0.2	50	0.0%
O=C(Cc1ccccc1)NCC(=O)OCC(=O)c1ccc(Cl)c([N+](=O)[O-])c1	3%	3%	11%	i	14	3%	3.3%	1	-12	-0.7	81	2.2%[50 µM]
CCOC(=O)c1cnn(-c2ccc(C)cc2)c1N	25%	-6%	-9%	i	27	-9%	0.2%	12	14	-7.3	18	0.5%
CCN(CC(=O)Nc1ccc(OC(F)F)cc1)C1CCCCC1	-6%	1%	17%	i	-5	-4%	-1.0%	0	1	2.4	61	0.0%
Cc1cccc(N=C2NC(=O)/C(=C3/C(=O)N(C)c4ccccc43)S2)c1C	5%	1%	4%	i	-26	-1%	9.2%	17	-1	11	66	1.3%
O=C(O)C1CCCN1S(=O)(=O)c1ccc(Br)s1 (stereo not given) (tested in a mixture with another compound)	2%	-2%	-5%	i	9	-4%	1.2%	-7	-3	2.1	81	5.1%
Cc1ccc(-c2csc(N3CCN(c4cc5c(cc4Cl)nc(-c4ccncc4)n5CCN4CCCCC4)CC3)n2)cc1	26%	-8%	2%	.	.	-7%	9.7%	.	.	9.2	105	4.4%
COc1ccc(/C=N/NC(=O)c2ccccc2O)cc1Cn1nnc2ccccc21	9%	0%	9%	.	.	-1%	2.8%	.	.	3.5	69	0.1%
COc1ccc2cc(CCC(C)=O)ccc2c1	1%	-4%	-1%	.	.	-13%	5.5%	-9	4	-1.3	66	0.8%
CC(=O)Nc1ccc(S(=O)(=O)NNc2ccc([N+](=O)[O-])cc2)cc1	-10%	-3%	9%	.	.	-8%	-1.4%	.	.	1.4	74	0.0%
CCOc1ccc(CCNC(=O)CN2CCN(Cc3ccccc3F)C2=O)cc1OCC	-5%	-1%	7%	i	-39	-7%	1.2%	-4	-5	0.5	90	0.1%
O=C(CSc1ccc2nnc(-c3ccc(F)cc3)n2n1)N1CCOCC1	.	.	.	.	.	-3%	0.8%	21	1	0.3	102	0.1%
O=C(c1ccc(Br)c(S(=O)(=O)N2CCCCC2)c1)N1CCCCC1	8%	-8%	11%	.	.	-2%	14%	.	.	1.0	65	0.1%
CCNC(=O)C(Sc1ccccc1)c1ccccc1 (stereo not given)	1%	4%	5%	i	-17	-2%	0.5%	7	19	-1.3	86	0.3%
Cc1nc2ccc(NC(=O)N3CCSCC3)cc2s1	-7%	-6%	-3%	i	-7	0%	1.6%	-2	5	-5.6	77	0.2%
NC(=O)C1(N2CCCCC2)CCN(CC(=O)Nc2ccc(Oc3ccccc3)cc2)CC1	2%	-2%	-4%	i	2	2%	1.6%	12	10	0.9	79	3.1%
CCSc1cc(C)nc2ncnn12	0%	-7%	-2%	i	-38	-6%	1.4%	6	16	0.4	33	-0.5%
CC(NC(=O)C(C)N1C(=O)C2C3CC(C(Br)C3Br)C2C1=O)c1ccccc1 (stereo not given)	-8%	-1%	-7%	i	-2	-9%	1.9%	8	11	1.7	71	0.7%[50 µM]
CC1=NN(c2ccccc2)C(=O)/C1=C\c1ccc(Oc2ccc([N+](=O)[O-])cc2[N+](=O)[O-])cc1	-1%	-4%	-9%	i	22	19µM*	4.1%	22	17	2.2	91	0.1%
NC(=O)c1cccn(Cc2ccc(C(F)(F)F)cc2)c1=O	-1%	-5%	-1%	i	-4	.	0.4%	2	21	-0.9	74	.
CC(C(=O)O)n1c2ccccc2c2cn[nH]c(=O)c21 (stereo not given)	-1%	0%	4%	.	.	7%	1.1%	.	.	0.2	84	0.2%
COc1ccc2oc(=N)c(C(=O)Nc3ccccc3Cl)cc2c1	29%	-10%	8%	.	.	1%	0.4%	.	.	9.2	66	-0.1%
O=C(O)/C=C/C(=O)NCCC1=CCCCC1	-14%	-5%	-18%	i	1	.	0.9%	4	11	-0.5	77	3.1%
COc1ccccc1CNC(=O)COC(=O)C12CC3CC(CC(O)(C3)C1)C2	.	.	.	.	.	1%	0.3%	.	.	2.0	54	0.1%[50 µM]
CCc1ccc(NC(=O)c2noc3c2CCC3)cc1	22%	-8%	-25%	i	2	-7%	4.4%	-12	-1	-1.0	80	0.7%
N#Cc1ccc(C(=O)CSc2n[nH]c(=O)n2Cc2ccco2)cc1	-8%	-9%	8%	.	.	-1%	.	.	.	-0.5	49	0.9%
Cn1cccc1Cc1nnc(SCC(=O)Nc2ccc3c(c2)OCO3)n1CCc1ccccc1	0%	-1%	-3%	i	-15	-4%	-2.4%	-7	7	0.2	78	-0.8%
CCC(C)NC(=O)C1CCC(=O)N1CCc1ccccc1 (stereo not given)	9%	-10%	-9%	.	.	0%	0.5%	.	.	-0.6	98	0.3%

Dengue-2 NS5 capping, hit marks shown above.
SMILES,AID2073,LYP phosphatase,GPR35 arrestin U2OS,Dengue-2 NS5 capping,RSV antiviral HEp-2,WT yeast gro inh mutant strain
CC1=NN(c2ccccc2)C(=O)/C1=C\c1ccc(Oc2ccc([N+](=O)[O-])cc2[N+](=O)[O-])cc1,-1%,-4%,-9%,19µM*,4.1%,17
